HCV inh = inhibitors of hepatitis C virus infection; Huh7.5.1 HCVcc-Cre infection, luciferase reporter, 44 h; Potency, µM (doses to about 41.8 µM), for inactives: at the highest dose activity change, negative = inhibition, usual class: inhibitors; 3.4% of 340,000 active; AID 651820; further: potency means the concentration at half of the fitted maximal effect
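Cells (1,000/well) were plated 4 h before compound, then infected with HCVcc-Cre virus (~0.5 moi). After 44 h further culture, infection was read as luciferase luminescence following a 15 min substrate incubation at room temperature.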
Sm TGR inh = inhibitors of Schistosoma mansoni thioredoxin glutathione reductase. purified TGR, DTNB reduction, TNB absorbance 405 nm. 3% of 360,000 active. Q962Y6. Potency, µM (titrated, usually from 114 µM), inactives show at the top dose activity change, negative = inhibition, hits mostly inhibitors; further: potency means the concentration at half of the fitted maximal effect; nearly all actives have a fitted effect of over 60% in size
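First, TGR (20 nM dispensed) and NADPH were mixed with compound. Second, a 15 min room-temperature incubation followed. Third, further NADPH and then DTNB were added to start the reaction. Finally, TNB absorbance was monitored kinetically.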
Giardia FBPA inh = inhibitors of Giardia lamblia fructose-1,6-bisphosphate aldolase; A8B2U2; purified Giardia FBPA; Potency, µM (highest dose often 59.6 µM), inactives show at the highest dose activity, negative = inhibition, actives largely listed as inhibitors; 0.71% of 290,000 active; further: potency means the concentration at half of the fitted maximal effect; nearly all actives have a fitted effect of over 55% in size
Target sequence (A8B2U2 whole entry, looked up): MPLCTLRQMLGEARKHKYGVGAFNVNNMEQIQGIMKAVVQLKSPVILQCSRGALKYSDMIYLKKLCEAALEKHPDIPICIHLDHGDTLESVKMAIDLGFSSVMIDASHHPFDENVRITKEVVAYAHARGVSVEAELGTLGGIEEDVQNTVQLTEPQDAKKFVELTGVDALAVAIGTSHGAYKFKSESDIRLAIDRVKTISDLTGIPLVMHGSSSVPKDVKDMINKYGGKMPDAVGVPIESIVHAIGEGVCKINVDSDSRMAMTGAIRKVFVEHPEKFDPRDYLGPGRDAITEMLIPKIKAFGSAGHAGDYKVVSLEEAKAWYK
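Giardia FBPA (40 nM reagent) was preincubated 10 min at RT with compound (up to 57.5 uM final), then substrate plus GAPDH/TPI/NAD/arsenate coupling system with diaphorase/resazurin was added; resorufin fluorescence (525/598 nm) was read after 20 min.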
HCMV inh = inhibitors of human cytomegalovirus; activity change, negative = inhibition, % at 57.5 µM; 4.5% of 410,000 active; AID 1259415; HFF cells, HCMV-luciferase reporter, 72 h; active compounds read low; in the data active means activity change below about -60%; inconclusive means no clear call, values can overlap the other calls; inactive means above about -39%
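Human foreskin fibroblasts infected with luciferase-reporter HCMV at MOI 1 PFU/cell, compounds at two doses. Luciferase measured 72 h post infection; normalized to buffer-only basal and Salinomycin (10uM) controls.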
AmpC inh no detg = inhibitors of E. coli AmpC beta-lactamase without detergent; P00811; AmpC nitrocefin hydrolysis, absorbance 480 nm, 0.0001% Triton; Potency, µM (highest dose often 57.1 µM), for the others: at the highest dose activity change, negative = inhibition, actives largely listed as inhibitors; 0.52% of 330,000 active;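 further: potency means the concentration at half of the fitted maximal effect; plate controls were no compound for no effect and no enzyme for full effect; nearly all actives have a fitted effect of over 20% in size; some results filed as inactive show a strong effect at the top dose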
Target sequence (P00811 whole entry, looked up): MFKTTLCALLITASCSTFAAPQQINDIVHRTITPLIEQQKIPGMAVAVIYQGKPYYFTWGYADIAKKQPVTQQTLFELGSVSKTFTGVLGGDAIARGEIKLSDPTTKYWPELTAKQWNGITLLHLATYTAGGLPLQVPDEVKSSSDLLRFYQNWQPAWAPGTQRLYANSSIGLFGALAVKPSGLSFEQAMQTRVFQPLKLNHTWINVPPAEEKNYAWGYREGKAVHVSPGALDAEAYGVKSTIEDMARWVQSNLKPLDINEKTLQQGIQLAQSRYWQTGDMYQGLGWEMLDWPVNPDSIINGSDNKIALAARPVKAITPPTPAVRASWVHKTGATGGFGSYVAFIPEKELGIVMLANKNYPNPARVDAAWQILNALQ
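20 mM phosphate pH 7.0 + 0.01% (detergent screen) or 0.0001% Triton X-100; 5.3 nM AmpC reagent; cpd preinc 15 min RT; nitrocefin (800 uM stock) to start; A480 q20 s × 4 min; Activity was normalised to no-enzyme and no-compound control wells.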
AmpC detergent = inhibitors of E. coli AmpC beta-lactamase with detergent; AID 485294; P00811; Potency, µM (top dose mostly 114 µM), for inactives: at the highest dose activity change, negative = inhibition, hits mostly inhibitors; AmpC hydrolysis of nitrocefin, absorbance 480 nm, 0.01% Triton; 0.041% of 370,000 active;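 further: potency means the concentration at half of the fitted maximal effect; 0% = no-compound wells and -100% = no-enzyme wells; nearly all actives have a fitted effect of over 25% in size; some results filed as inactive show a strong effect at the top dose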
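AmpC (5.3 nM in the dispensed reagent) in 20 mM phosphate pH 7.0 with 0.01% (detergent screen) or 0.0001% Triton X-100 was preincubated with compounds for 15 min at room temperature. Nitrocefin was then added from an 800 uM solution, and hydrolysis was followed at 480 nm.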
Numbers without * were called inactive; ? = inconclusive; / = not tested or not shown; [ ] = remark or other dose. Unless noted, the call rests on the fitted dose curve; in most records, active means well fitted curve in the direction sought with a large enough effect; inconclusive means small, poorly fitted or top-dose-only effect, or another doubt; inactive means no such curve, though single readings can be large; an effect the other way counts as inactive or inconclusive. Unless noted, on the % scale 0 is the no-effect control and ±100 the full control effect.

1) Cc1nc2ccccc2nc1OCC(=O)NCc1ccc2c(c1)OCO2
2) Cc1ccc(NC(=O)Nc2ccc(F)cc2)cc1Cl
3) Cc1ccc(S(=O)(=O)N(C)CCCC(=O)Nc2ccncc2)cc1
4) Cc1ccc(NC(=O)C2CCCN2C(=O)Oc2ccccc2)cc1C (stereo not drawn)
5) CCC(C)Sc1ccc([C@H]2N[C@@](C)(C(=O)OC)[C@H]3C(=O)N(CC)C(=O)[C@@H]23)cc1OC (stereo partly drawn)

entry no.	1	2	3	4	5
HCV inh	13%	-30%	5.6µM*	-6%	9%
Sm TGR inh	9%	10%	4%	-5%	/
Giardia FBPA inh	13%	2%	4%	0%	/
HCMV inh	42	22	-32	5	29
AmpC inh no detg	-27%	-9%	-2%	-10%	131%[activator]
AmpC detergent	-4%	-2%	-3%	0%	/

6) COc1ccc(N2C(=O)CC(N3CCN(Cc4ccc5c(c4)OCO5)CC3)C2=O)cc1 (stereo not drawn)
7) CC1(OC(=O)CCc2ccccc2)C(=O)C=C2C=C(c3ccc(C#N)cc3)N(c3ccccc3)C=C2C1=O (stereo not drawn)
8) Cc1ccc(S(=O)(=O)N2CCN(CCNC(=O)C(=O)NCc3ccccc3)CC2)cc1
9) CCN(CC)S(=O)(=O)c1ccc(Oc2ccccc2OC)cc1
10) COCCNC(=O)CCN1N=C(c2ccccc2)CCC1=O

entry no.	6	7	8	9	10
HCV inh	31%[activator]	-2%	-3%	?	7%
Sm TGR inh	18µM*	0%	-4%	-1%	15%
Giardia FBPA inh	6%	?	-1%	1%	-5%
HCMV inh	?	115	-27	8	29
AmpC inh no detg	15%	-3%	33%	1%	-6%
AmpC detergent	-10%	3%	0%	-3%	-1%

Random excerpt: five records from the list, in no set order.
2) Cc1ccc(NC(=O)Nc2ccc(F)cc2)cc1Cl
10) COCCNC(=O)CCN1N=C(c2ccccc2)CCC1=O
9) CCN(CC)S(=O)(=O)c1ccc(Oc2ccccc2OC)cc1
5) CCC(C)Sc1ccc([C@H]2N[C@@](C)(C(=O)OC)[C@H]3C(=O)N(CC)C(=O)[C@@H]23)cc1OC (stereo partly drawn)
6) COc1ccc(N2C(=O)CC(N3CCN(Cc4ccc5c(c4)OCO5)CC3)C2=O)cc1 (stereo not drawn)

entry no.	2	10	9	5	6
HCV inh	-30%	7%	?	9%	31%[activator]
Sm TGR inh	10%	15%	-1%	/	18µM*
Giardia FBPA inh	2%	-5%	1%	/	6%
HCMV inh	22	29	8	29	?
AmpC inh no detg	-9%	-6%	1%	131%[activator]	15%
AmpC detergent	-2%	-1%	-3%	/	-10%

Additional entries follow.
11) Cc1ccc(-n2c(=O)c3c4c(sc3n(Cc3cccc(Cl)c3)c2=O)CCC4)cc1C
12) CCS(=O)(=O)N1CCN(C(=O)c2cccc(OC)c2)CC1
13) CCN(CC)C(=O)c1ccc2c(=O)n(Cc3ccc4c(c3)OCO4)c(=S)[nH]c2c1
14) CCOC(=O)N1CCN(C(=O)c2ccc3c(=O)n(CCC4=CCCCC4)c(=O)[nH]c3c2)CC1
15) CCC(C(=O)N1CCC(C(N)=O)CC1)n1nc(C)n2c(cc3occc32)c1=O (stereo not drawn)

entry no.	11	12	13	14	15
HCV inh	/	17%	-13%	-29%	15%
Sm TGR inh	0%	0%	64%[activator]	3%	-1%
Giardia FBPA inh	/	1%	1%	1%	1%
HCMV inh	8	55	-25	-30	13
AmpC inh no detg	/	-17%	1%	101%[activator]	-9%
AmpC detergent	7%	-22%	-1%	2%	3%

Ordered by number of heavy atoms (rising): some entries from above.
12) CCS(=O)(=O)N1CCN(C(=O)c2cccc(OC)c2)CC1
10) COCCNC(=O)CCN1N=C(c2ccccc2)CCC1=O
15) CCC(C(=O)N1CCC(C(N)=O)CC1)n1nc(C)n2c(cc3occc32)c1=O (stereo not drawn)

entry no.	12	10	15
HCV inh	17%	7%	15%
Sm TGR inh	0%	15%	-1%
Giardia FBPA inh	1%	-5%	1%
HCMV inh	55	29	13
AmpC inh no detg	-17%	-6%	-9%
AmpC detergent	-22%	-1%	3%

(continued)
16) CCOc1cc(/C=C/C(=O)c2ccc(OC)c(CN3CCOCC3)c2)cc(Br)c1O
17) COc1cccc(C(=O)Oc2cc(-c3ccccc3)no2)c1
18) Cc1ccc(/C=C/C(=O)Nc2ccc(S(=O)(=O)Nc3cc(C)nc(C)n3)cc2)cc1
19) CN1CC(C(=O)O)Cc2c1ccc1ccccc21 (stereo not drawn)
20) CCOc1cc(NS(=O)(=O)c2ccc(NC(C)=O)cc2)c(OCC)cc1NC(=O)c1cccs1

entry no.	16	17	18	19	20
HCV inh	?	-2%	-1%	15%	3%
Sm TGR inh	?	-28%	-2%	20µM*	-16%
Giardia FBPA inh	?	-11%	3%	10µM*	?
HCMV inh	-98*	-18	?	24	-79*
AmpC inh no detg	54%	-17%	7%	-19%	-7%
AmpC detergent	-13%	5%	?	-7%	-7%

21) CCc1ccc(/C(C)=N/NS(=O)(=O)c2ccc(OC)cc2)s1
22) CCCCN(C(=O)/C=C/c1ccccc1)C1CCS(=O)(=O)C1 (stereo not drawn)
23) Cc1nc(-c2ccc(NC(=O)CC(C)C)cc2)cs1
24) CCOC(=O)c1cnc(SCC(=O)c2ccc3c(c2)OCCO3)nc1N
25) Cc1ccc(NC(=O)c2cc3c(CO)cnc(C)c3oc2=Nc2cccc(C(N)=O)c2)cc1

entry no.	21	22	23	24	25
HCV inh	-2%	9%	-21%	4%	?
Sm TGR inh	6%	1%	4%	-1%	1%
Giardia FBPA inh	-1%	/	1%	0%	10%
HCMV inh	4	-11	-76*	6	29
AmpC inh no detg	-23%	-3%	-24%	-34%	-5%
AmpC detergent	2%	-10%	2%	?	-2%

26) CCOC(=O)c1ccc(-n2c(CN3CCC(O)CC3)nc3ccc([N+](=O)[O-])cc3c2=O)cc1
27) CCOc1ccc(OCC)c(NC(=O)c2nnn(CC(=O)Nc3cc(Cl)ccc3OC)c2N)c1
28) O=C(CSc1nnc(-c2ccc(O)cc2)n1-c1ccccc1)CC(=O)Nc1ccccc1
29) Cc1cc2c(cc1C)CN(c1ccccc1)C2
30) CCC1Oc2ccccc2N(CC(=O)N2CCOCC2)C1=O (stereo not drawn)

entry no.	26	27	28	29	30
HCV inh	8%	/	10%	-22%	-10%
Sm TGR inh	13µM*	4%	1%	?	5%
Giardia FBPA inh	-11%	/	8%	-5%	1%
HCMV inh	-17	-18	-27	83	-26
AmpC inh no detg	-31%	/	-24%	-37%	-9%
AmpC detergent	2%	-5%	-15%	7%	-6%

31) CCc1ccc(NC(=O)C2CCN(S(=O)(=O)c3c(C)[nH]c(=O)[nH]c3=O)CC2)cc1
32) CCOc1ccc(C(=O)OCc2nnc(-c3cccs3)o2)cc1OC
33) COCCOC(=O)C1=C(C)NC2=C(C(=O)CC(C)(C)C2)C1c1cccnc1 (stereo not drawn)
34) O=C(C1CCCN(S(=O)(=O)c2cc(Cl)ccc2Cl)C1)N1CCOCC1 (stereo not drawn)
35) Cc1ccc(S(=O)(=O)N(C)CC(=O)NC2CC(C)(C)NC(C)(C)C2)cc1

entry no.	31	32	33	34	35
HCV inh	2%	-24%	11%	-8%	4%
Sm TGR inh	-15%	3%	-3%	7%	-3%
Giardia FBPA inh	4%	3%	0%	0%	-4%
HCMV inh	-15	29	-3	-21	18
AmpC inh no detg	-16%	13%	-15%	162%[activator]	-47%
AmpC detergent	-4%	-2%	1%	-14%	?

36) CCOC(=O)N1CCN(C(=O)C2CCN(S(=O)(=O)c3ccc(OCC)cc3)CC2)CC1
37) CNC(=O)NC(=O)C(OC(=O)CCNS(=O)(=O)c1ccccc1)c1ccccc1 (stereo not drawn)
38) Cc1ccc(NC(=O)Cn2c(SCc3cccc(F)c3)nc3ccncc32)c(C)c1
39) CCOC(=O)C1(Cc2ccccc2)CCN(Cc2cnn(-c3ccccc3)c2)CC1
40) O=C(CSc1ccccn1)Nc1nncs1

entry no.	36	37	38	39	40
HCV inh	-1%	1%	/	-24%	6%
Sm TGR inh	1%	0%	1%	3%	-24%
Giardia FBPA inh	-17%	/	/	-4%	-11%
HCMV inh	-3	-16	7	?	32
AmpC inh no detg	131%[activator]	-36%	/	62%[activator]	-8%
AmpC detergent	?	-8%	17%	-4%	?

41) O=C(NCC1CCCO1)c1cccc(NS(=O)(=O)c2ccccc2)c1 (stereo not drawn)
42) CC1CCCCN1CCCNC(=O)C1CCCN(c2ncnc3c2nc2n3CCCCC2)C1 (stereo not drawn)
43) CCCCN=C1NN=C(c2ccc3c(c2)OCCO3)CS1
44) CCOC(=O)C1CCN(c2nc3ccccc3nc2Cl)CC1
45) CCN(C(=O)COC(=O)c1ccc2c(c1)OCO2)c1ccc(F)cc1

entry no.	41	42	43	44	45
HCV inh	?	5%	-20%	/	17%
Sm TGR inh	0%	-18%	14%	9%	/
Giardia FBPA inh	/	-3%	-11%	/	/
HCMV inh	-20	?	-4	-2	-16
AmpC inh no detg	-10%	6%	-26%	/	2%
AmpC detergent	-4%	3%	0%	19%	/

46) CCOC(=O)c1sc(NC(=O)c2cccnc2)c(C#N)c1C
47) CSc1ccc(NC(=O)/C=C/C(=O)O)cc1
48) CCC(=O)c1ccc(OCc2ccc(C(=O)OC)cc2)cc1
49) COc1ccccc1NC(=O)c1ccc2c(=O)n3c(nc2c1)CCC3
50) OC1(c2ccccc2F)CCN(Cc2nnnn2CCc2ccccc2)CC1

entry no.	46	47	48	49	50
HCV inh	-2%	4%	6%	-5%	5%
Sm TGR inh	-3%	0%	6%	-35%	-3%
Giardia FBPA inh	4%	11%	6%	/	-1%
HCMV inh	17	2	70	-8	-30
AmpC inh no detg	-12%	-15%	0%	-16%	60%
AmpC detergent	-6%	10%	0%	0%	-14%

51) COC(=O)C(Cc1c[nH]c2ccccc12)NC(C)=O (stereo not drawn)
52) Cc1ccc(Cl)cc1N1CCN(C(=O)CCc2nnc3n(C)c(=O)c4ccccc4n23)CC1
53) c1ccc(CCNc2ccccc2)cc1
54) O=C(CCN1C(=O)c2ccc([N+](=O)[O-])cc2C1=O)Nc1ccccc1C(=O)O
55) COc1ccc(-c2nn(-c3ccccc3)cc2C(=O)Nc2ccccc2OC)cc1
56) COc1ccc(C(=O)Nc2ccc(N3CCN(C(=O)c4cccs4)CC3)cc2)cc1Br
57) O=C(CNC(=O)c1ccc(S(=O)(=O)N2CCCC2)cc1)N/N=C/c1ccc(F)cc1

entry no.	51	52	53	54	55	56	57
HCV inh	11%	/	/	-8%	/	-18%	-12%
Sm TGR inh	0%	-5%	-1%	?	13%	-10%	-1%
Giardia FBPA inh	3%	/	-17%	-5%	/	/	4%
HCMV inh	-1	8	/	0	-39	-35	-27
AmpC inh no detg	-15%	/	-32%	-7%	/	-1%	-11%
AmpC detergent	1%	-7%	4%	1%	-5%	1%	1%

Screens from PubChem BioAssay.
